Source: PubChem BioAssay (The Scripps Research Institute Molecular Screening Center)
M1 PAM parental: nonselective activator or artifact in parental CHO-K1 calcium assay; ATP EC20, Fluo-8 calcium fluorescence; 0% at ATP EC20, 100% at ATP max; activation, % at 3 µM; 360,000 tested, 0.02% active; AID 602247;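 active = activation above the run cutoff, the mean activation of all test compounds plus 3 SD, cut at about 40% in these data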;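 note: peak over basal fluorescence ratio in a 140 s read after ATP addition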
CHO-K1 Ca antag: nonselective inhibitor or artifact in parental CHO-K1 cells | ATP-induced calcium, Fluo-8 fluorescence | inhibition, % at 3 µM | 360,000 tested, 0.6% active;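 active = inhibition above a per-plate cutoff, the plate's mean sample inhibition plus 3 SD, cut at about 24% in these data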;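 note: 0% = DMSO plus EC80 ATP and 100% = DMSO alone without ATP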
CHRM1 antagonist: human CHRM1 antagonism; CHO-K1 hM1, Fluo-8 calcium fluorescence, ACh EC80 antagonist; inhibition, % at 3 µM; 360,000 tested, 1.3% active; AID 588852;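 active = percent inhibition above its own plate's cutoff, namely the mean of that plate's compound wells plus 3 SD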;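 note: peak over basal fluorescence ratio during 140 s after agonist addition; 0% = ACh EC80 plus DMSO and 100% = DMSO alone without agonist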
Target sequence (P11229 whole entry, looked up): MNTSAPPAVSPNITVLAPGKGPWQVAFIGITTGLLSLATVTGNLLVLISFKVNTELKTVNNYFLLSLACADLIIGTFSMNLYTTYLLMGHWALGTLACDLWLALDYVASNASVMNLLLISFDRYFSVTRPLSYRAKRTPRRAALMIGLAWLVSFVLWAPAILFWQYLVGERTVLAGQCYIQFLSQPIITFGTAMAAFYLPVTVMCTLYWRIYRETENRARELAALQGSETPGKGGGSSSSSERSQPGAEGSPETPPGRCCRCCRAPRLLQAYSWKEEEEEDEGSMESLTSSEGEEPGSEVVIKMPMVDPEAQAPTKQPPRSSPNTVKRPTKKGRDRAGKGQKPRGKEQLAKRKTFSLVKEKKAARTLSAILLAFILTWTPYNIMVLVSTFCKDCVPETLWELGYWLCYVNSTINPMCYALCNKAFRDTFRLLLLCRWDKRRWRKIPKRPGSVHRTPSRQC
TAAR1 ag: agonists of human TAAR1. Q96RJ0. CHO RD-HGA16 TAAR1, Fluo-8 calcium fluorescence; vehicle wells 0%, saturating PEA agonist 100%. activation, % at 3 µM. 360,000 tested, 0.99% active;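 active = activation above the mean activation of all test compounds in the run plus 3 SD, cut at about 38% in these data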
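System: CHO-derived RD-HGA16 cells with stable Gα16 and human TAAR1 / Times: 17-24 h plating, Fluo-8 75 min 37 °C, 30 min RT / Technique: calcium-sensitive Fluo-8 signal, excitation 470-495, emission 515-575 nm / Measure: % activation relative to PEA EC100 response / Benchmarks: DMSO and PEA EC100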
CHO parental Ca: counter-screen: ATP calcium response change in parental CHO cells; parental CHO-K1, ATP-induced calcium, Fluo-8 fluorescence; inhibition, % at 5.6 µM; 330,000 tested, 0.63% active; AID 463079;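 active = inhibition above that plate's mean sample inhibition plus 3 SD, cut at about 26% in these data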;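 note: 0% = ATP-challenged DMSO wells and 100% = DMSO wells without ATP; some compounds past the cut are filed as inactive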
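Assay system: untransfected parental CHO cell line. Also added: ATP agonist challenge. Dosing: one dose, 5.6 µM nominal. Measured by: Fluo-8 fluorescence. Read-out: % inhibition. Benchmarks: ATP wells versus no-ATP DMSO wells. Repeats: no replicates.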
TAAR1 antag: human TAAR1 antagonism. AID 624466. CHO RD-HGA16 TAAR1, Fluo-8 calcium fluorescence, antagonist. inhibition, % at 3 µM. 360,000 tested, 1.5% active. Q96RJ0;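 active = inhibition above a per-plate cutoff, the mean inhibition of test compounds on that plate plus 3 SD, cut at about 49% in these data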;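 note: 0% = DMSO plus EC80 beta-PEA response and 100% = DMSO alone without agonist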
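Test system: hTAAR1-expressing CHO RD-HGA16 cells, Gα16-coupled; Probe or stimulus: EC80 β-phenethylamine stimulus; Compound dosing: single nominal final test compound concentration of 3 µM; Timing: 140 s kinetic read after compound, 140 s after agonist; Signal: Fluo-8 calcium-sensitive fluorescence; Measure: % inhibition of agonist calcium response; Controls: DMSO and EC80 PEA controls.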
CHO-K1 Ca ag: M1 agonist counterscreen hit in parental CHO-K1 cells; Fluo-8 calcium fluorescence; scaled to maximal ATP response, vehicle zero; activation, % at 3 µM; AID 602248; 360,000 tested, 0.48% active; in the data active = activation above about 15%;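 note: untransfected CHO-K1 host cells lacking M1 receptor as counterscreen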
OXTR potentiate: human OXTR potentiation; activation, % at 3 µM; CHO-OTR cells, Fluo-8 calcium fluorescence, potentiator mode; 0% = oxytocin EC15, 100% = EC100; 320,000 tested, 0.061% active;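 active = activation above that plate's cutoff, the mean activation of tested compounds plus 3 SD, cut at about 6.6% in these data, passing the limit was not always enough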;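 note: 100% uses oxytocin at 75 nM as the full agonist control; some results filed as inactive read as strong as hits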
Target sequence (P30559 whole entry, looked up): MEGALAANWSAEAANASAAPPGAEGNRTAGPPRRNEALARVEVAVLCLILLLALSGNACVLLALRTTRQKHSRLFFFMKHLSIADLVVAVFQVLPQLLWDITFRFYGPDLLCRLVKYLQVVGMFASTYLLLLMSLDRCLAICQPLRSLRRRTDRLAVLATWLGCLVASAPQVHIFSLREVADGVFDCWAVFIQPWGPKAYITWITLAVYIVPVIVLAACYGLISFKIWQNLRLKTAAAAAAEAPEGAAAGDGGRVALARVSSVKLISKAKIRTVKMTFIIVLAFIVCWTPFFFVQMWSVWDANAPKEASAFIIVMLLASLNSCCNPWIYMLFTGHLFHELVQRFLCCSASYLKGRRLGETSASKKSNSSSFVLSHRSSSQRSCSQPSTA
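Assay system: CHO cell line stably expressing human OTR. Reagent: EC15 oxytocin agonist. Dosing: single dose, 3.0 µM nominal final compound concentration. Timing: compound 6 min at room temperature before oxytocin, 100 s read. Signal: kinetic Fluo-8 calcium fluorescence. Controls: oxytocin EC15 low and EC100 high.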
M1 ag: agonists of human M1 muscarinic receptor. CHO-K1 hM1, Fluo-8 calcium fluorescence, agonist mode; 0% DMSO, 100% acetylcholine EC100. 360,000 tested, 0.33% active. activation, % at 3 µM. AID 588814. P11229;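 active = activation above the run's mean compound activation plus 3 SD, cut at about 16% in these data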;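 note: peak over basal fluorescence ratio within a 140 s kinetic read after compound addition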
The depositor's hits bear a star; . = no result given.

Compound,M1 PAM parental,CHO-K1 Ca antag,CHRM1 antagonist,TAAR1 ag,CHO parental Ca,TAAR1 antag,CHO-K1 Ca ag,OXTR potentiate,M1 ag
O=C(c1ccccc1)C(O)C(c1ccccc1)N1CCOCC1 (configuration not stated),3.6,-11.3,-13.5,0.5,-7.8,-2.3,0.5,-7.7,-1.9
CC(C)CCOC(=O)C1C2C=CC3(CN(Cc4cccs4)C(=O)C13)O2 (configuration not stated),15.5,0.6,-8.0,-1.2,-17.8,3.1,-0.2,-5.0,-0.8
CC(C)NC(=O)N(C)C[C@H]1Oc2ccc(NC(=O)C3CCCCC3)cc2C(=O)N([C@H](C)CO)C[C@@H]1C,14.2,-7.7,5.8,10.4,2.0,-7.3,0.7,-3.2,-3.5
CCOC(=O)C1CCN(C(=O)CN(c2cc(Cl)ccc2OC)S(=O)(=O)c2ccccc2)CC1,0.1,8.1,-5.2,2.0,-34.1,-15.8,-0.1,-10.8,-5.8
Nc1nnc(CCS(=O)(=O)c2cc(Cl)ccc2Cl)s1,-3.5,5.2,-11.9,6.9,-1.5,1.2,-0.1,-2.1,-3.7
N#CCCN(Cc1ccccc1)C(=O)c1cccs1,-6.3,-5.5,17.0,0.8,-5.9,-19.5,2.9,4.7,-5.8
CCN1C(=O)[C@H]2[C@@H](c3ccc(C)cc3)N[C@]3(CCCN(Cc4ccc(OC)cc4)C3=O)[C@H]2C1=O,8.4,3.9,-18.3,-0.1,.,-20.6,-0.1,.,0.1
O=c1c2ccccc2cnn1-c1nc2ccccc2[nH]1,18.3,-7.4,-7.3,4.0,.,-12.4,0.7,.,-1.3
CC(NC(=O)NC(=O)c1ccc(Cl)cc1Cl)C1CC1 (configuration not stated),-3.5,-2.0,-9.0,5.8,-11.8,-21.3,1.1,-22.2,-3.8
CN(C)S(=O)(=O)c1ccc(/C(O)=C2/C(=O)C(=O)N(Cc3cccnc3)C2c2ccco2)cc1 (configuration not stated),1.1,-0.8,-4.8,1.5,-13.6,-17.8,-0.1,-12.9,-3.2
COc1ccc(C2SCCN2C(=S)Nc2cccc(Cl)c2)cc1 (configuration not stated),-3.8,9.9,23.2,81.7*,-9.1,80.2*,8.9,-20.5,13.1
COCCNC(=S)Nc1ccc(S(=O)(=O)Nc2cnc3ccccc3n2)cc1,10.9,-6.6,-2.6,1.0,10.9,-0.7,-0.1,-27.8,-3.7
O=C(CSc1nnc(COc2ccc(Cl)cc2)n1Cc1ccco1)c1ccccc1F,11.3,-6.7,-10.3,16.8,-24.6,27.8,0.1,-13.3,-0.5
CCOC(=O)C1CCN(C(=O)c2ccccc2NS(=O)(=O)c2ccccc2)CC1,-3.5,-1.8,19.1,-0.1,-9.2,8.9,0.9,-5.9,-2.2
COc1ccc(C2=CC(=O)CC(c3ccccc3)C2)cc1 (configuration not stated),-4.6,-4.5,8.0,-0.1,-18.5,-33.1,1.0,-4.2,-5.2
O=C1C=C(c2ccccc2)C(c2ccccc2)C1O (configuration not stated),23.5,-19.4,-15.7,-0.2,.,-30.0,0.7,.,-5.1
Cc1cc(=O)n2nc(N3CCC(C(=O)NCCc4ccc(Cl)cc4)CC3)sc2n1,5.9,-17.4,-7.6,-1.3,-6.3,-26.0,-0.7,-3.2,-14.0
Cc1nc2c(cnn2-c2ccccc2)c(=O)[nH]1,9.4,-10.5,-1.5,1.6,2.3,1.6,0.8,-8.6,-2.4
Cc1ccc2[nH]c(O)c(N=O)c2c1,24.4,-15.4,-29.5,1.4,-2.2,-13.1,7.0,-5.1,-1.7
O=C(CCNC(=O)c1ccc(Cl)cc1)NCC(c1ccco1)N1CCCC1 (configuration not stated),1.1,-10.8,-10.9,1.9,.,-19.8,0.4,.,-6.1
Cc1csc(NC(=O)Cc2c[nH]c3ccccc23)n1,-2.9,3.9,0.5,5.2,-10.3,7.8,0.1,-5.1,0.8
COc1ccc(/C=C/C(=O)NC(=S)Nc2ccc(C(=O)O)cc2)cc1,10.1,-0.3,-8.9,15.0,6.9,-2.7,0.0,-0.8,-3.5
CCc1nnc(NC(=O)CSc2nnc(Cc3cc(=O)[nH]c(=O)[nH]3)n2-c2cccc(OC)c2)s1,11.7,0.6,-4.7,0.1,-1.9,14.3,0.1,-3.5,-5.2
CNC(=O)c1cc2c(-c3ccccc3)nn(C)c2s1,-7.4,3.0,4.1,1.8,12.5,-9.5,5.8,-23.8,0.9
CC(C)c1nnc(NC(=O)c2ccc(N3C(=O)CCC3=O)cc2)s1,1.4,-0.9,-17.1,-0.2,6.3,16.0,-0.2,-7.6,0.9
CC[C@H](C)C1OC(=O)[C@@H](C)[C@@H](CC)NC(=O)[C@H](C)N(C)C(=O)C(C)(C)C(=O)C(C)NC(=O)[C@H](Cc2ccc(OC)cc2)N(C)C(=O)[C@H](C(C)C)N(C)C(=O)CNC(=O)[C@H](CC(C)C)N(C)C(=O)CNC1=O (some centres not stated),9.6,-30.9,-36.8,.,.,.,-0.3,.,-5.0
CC(C)Oc1ccc(S(=O)(=O)N2CCCCC2)cc1NC(=O)CN1C(=O)NC(C)(C2CC2)C1=O (configuration not stated),-15.2,-10.7,19.4,2.0,-20.7,-12.2,0.7,-2.5,-2.4
COc1ccccc1NC(=O)CSc1nnc(-c2ccoc2C)n1CC1CCCO1 (configuration not stated),-12.4,-7.5,2.6,3.1,-13.6,-1.2,-0.2,-11.0,0.0
COc1ccc(C(=O)NCCc2ccccc2)cc1OC,-9.8,2.3,-12.4,3.5,-6.2,1.6,0.3,-6.8,-5.1
Cc1cccc(-c2nnc3n2N=C(c2ccccc2)CS3)c1,14.2,-3.7,-5.0,18.4,-12.8,2.8,1.6,-3.0,-3.0
CC(C(=O)Nc1ccc(S(=O)(=O)N2CCOCC2)cc1)N1CCN(c2ccccn2)CC1 (configuration not stated),23.1,-11.6,12.8,3.8,-10.1,-33.4,0.8,-3.6,-5.2
O=C(N/N=C/c1ccco1)c1[nH]ncc1Br,8.4,7.1,-8.5,3.5,.,-8.6,1.2,.,1.5
CCN(c1cccc(C)c1)S(=O)(=O)c1cc(CN2C(=O)c3cccnc3C2=O)ccc1OC,5.5,-14.5,1.5,1.9,-24.1,10.3,0.8,-1.8,-6.7
CC(C)CC(=O)Nc1ccc(F)c(Cl)c1,24.3,-13.0,-8.0,3.8,-5.4,6.9,1.7,-0.9,-3.2
O=C(NCCCc1ccc(F)cc1)C1CCC(=O)N(CCCN2CCCC2=O)C1 (configuration not stated),-15.1,-3.6,-16.2,1.2,-6.3,3.7,0.0,-3.0,-4.1
Cc1ccccc1N(CC(=O)N1CCN(c2ccccc2)CC1)S(C)(=O)=O,9.1,-6.9,-1.9,5.5,-3.7,-13.1,0.4,-3.0,-2.1
COc1cc(S(=O)(=O)N2CCCCCC2)ccc1Cl,13.3,-14.7,-7.8,-1.9,-15.1,18.1,0.0,-9.6,-3.3
CCCCNC(=O)N1CCN(c2ccccc2OC)CC1,-10.6,5.6,2.3,1.1,4.0,4.8,0.1,-2.1,-4.4
CCOC(=O)N1CCN(C(=O)/C(=C/c2ccc(F)cc2)NC(=O)c2ccccc2)CC1,-12.5,-0.8,-3.2,1.4,-20.5,-16.6,1.0,-8.1,-0.2
O=[n+]1cc(-c2ccc(F)cc2)n([O-])c2c1CCC2,14.4,-9.6,-2.8,7.0,-10.5,-8.6,0.8,-4.8,-3.4
CCOc1ccccc1N(C(C)=O)S(=O)(=O)c1ccc(Cl)cc1,6.2,-8.4,4.3,-1.8,-7.1,19.8,0.2,-10.6,-7.5
CCCc1cc(C(=O)Nc2ccc(Cl)cn2)cs1,2.5,-10.1,-1.4,0.8,.,-47.4,-0.6,.,-4.7
CC(=O)OC1CC(C)N(C(=O)c2ccccc2)c2ccc(C)cc21 (configuration not stated),18.9,-8.9,-5.3,1.3,-24.5,1.6,0.1,-2.2,-7.0
CCc1cccc(C)c1NC(=S)N(Cc1cccnc1)Cc1ccco1,18.4,-9.8,-11.8,1.6,-19.5,-3.7,1.1,-0.2,-4.9
COc1cc2nc(CN3CCN(S(=O)(=O)c4ccc(Cl)cc4)CC3)[nH]c(=O)c2cc1OC,17.9,-14.9,-2.0,1.3,-23.9,13.5,3.0,-2.4,-6.1
Cc1cc(C(=O)Nc2ccc(N3CCOCC3)c(Cl)c2)c(C)o1,9.5,4.6,-5.5,3.4,-4.2,-31.5,0.6,6.1,-4.5
CNC(=O)N(O)C1N(/N=C/c2ccc(C)cc2)C(=S)SC1(C)C (configuration not stated),13.8,-10.3,-14.6,6.0,11.1,-1.7,0.2,-11.8,-2.6

Fetched one by one from the list above:
Compound,M1 PAM parental,CHO-K1 Ca antag,CHRM1 antagonist,TAAR1 ag,CHO parental Ca,TAAR1 antag,CHO-K1 Ca ag,OXTR potentiate,M1 ag
O=C(c1ccccc1)C(O)C(c1ccccc1)N1CCOCC1 (configuration not stated),3.6,-11.3,-13.5,0.5,-7.8,-2.3,0.5,-7.7,-1.9
CC(=O)OC1CC(C)N(C(=O)c2ccccc2)c2ccc(C)cc21 (configuration not stated),18.9,-8.9,-5.3,1.3,-24.5,1.6,0.1,-2.2,-7.0
